# Tcruzi prolif – T. cruzi intracellular proliferation inhibitors, primary screen, cell-based, beta-gal Tulahuen parasites, NIH3T3 host, luminescence; T. cruzi beta-gal in NIH3T3, GalScreen luminescence, 90 h; inhibition, % at 8.34 µM; 77,000 tested, 5.9% active; AID 624255, 2012;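 active = mean inhibition above about 93%, with at least 55% of replicates each passing it, limit read from the data, passing the limit was not always enough; inconclusive = only one of those two conditions holds; inactive = neither condition holds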
# C diff growth – C. difficile growth inhibitors, primary screen, HTS | 86,000 tested, 0.25% active | growth activity, negative = inhibition, % at 16 µg/mL (by protocol) | Clostridium difficile clinical isolate growth, OD600, 24 h; active compounds read low;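 active = mean growth activity at or below -80% and every replicate also at or below -80%; inconclusive = mean at or below -80% but some replicate above -80%; inactive = mean growth activity above -80%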;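 also: 0% = DMSO wells and -100% = levofloxacin 16 µg/mL wells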
# Pf Dd2 growth – P. falciparum Dd2 growth inhibitors, primary screen, SYBR Green fluorescence, single dose replicates | 72 h; active compounds read low | activity change, % at 10 µM | 94,000 tested, 2.3% active; in the data active = activity change below about -80%; inconclusive = no clear call, values can overlap the other calls
# GASC1 inh – inhibitors of GASC-1 (KDM4C) histone demethylase, primary screen, biochemical, single concentration HTS; Lysine-specific demethylase 4C (Homo sapiens), Q9H3R0; GST-KDM4C 2-372, H3K9me3 peptide, LANCE TR-FRET; inhibition, % at 12.5 µM; 96,000 tested, 0.15% active; AID 720574, 2013;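 active = mean replicate inhibition above about 25%, with at least 55% of replicates also reaching it, limit read from the data, passing the limit was not always enough; inconclusive = only one of those two conditions met; inactive = neither condition met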
# Target sequence (Q9H3R0 2-372 limits assumed): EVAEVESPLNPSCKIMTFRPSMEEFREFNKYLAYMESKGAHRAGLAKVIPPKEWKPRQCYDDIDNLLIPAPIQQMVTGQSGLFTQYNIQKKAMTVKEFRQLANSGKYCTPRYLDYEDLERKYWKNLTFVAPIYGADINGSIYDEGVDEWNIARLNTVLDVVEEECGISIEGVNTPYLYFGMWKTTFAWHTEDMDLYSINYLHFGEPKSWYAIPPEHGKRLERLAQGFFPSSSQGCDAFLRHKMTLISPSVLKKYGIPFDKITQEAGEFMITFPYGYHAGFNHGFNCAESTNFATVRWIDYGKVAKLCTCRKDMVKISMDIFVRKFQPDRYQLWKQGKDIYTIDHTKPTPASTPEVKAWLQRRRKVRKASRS
#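 System: N-terminal GST-fused human GASC-1 (KDM4C) fragment, residues 2-372 / Amount: 10 nM GST-KDM4C in enzyme reaction / Also added: H3K9me3 peptide with Fe(II)/2OG / Times: 30 min demethylation and 1 h detection at room temperature / Signal: LANCE TR-FRET / Read-out basis: Fall in 671/618 emission ratio as inhibition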
# An asterisk follows results filed as active; ? = inconclusive; / = not tested or not shown; & = joins results of further samples.
1	C[C@H](O)C#Cc1cnc2c(c1)C(=O)N([C@@H](C)CO)C[C@@H](C)[C@@H](CN(C)C(=O)CN1CCOCC1)O2
2	C[C@H]1CN([C@@H](C)CO)C(=O)Cc2cc(NC(=O)C3CC3)ccc2O[C@@H]1CN(C)S(=O)(=O)c1cccs1
3	CC(=O)NC[C@H]1[C@H](c2ccc(-c3ccccc3)cc2)[C@@H](CO)N1C(=O)C1CC1
4	CO[C@H]1CN(C)C(=O)c2cc(NC(=O)c3ccccc3)ccc2OC[C@H](C)N(CC2CC2)C[C@H]1C
5	C[C@@H]1CN([C@H](C)CO)C(=O)Cc2cc(NC(=O)CCN3CCOCC3)ccc2O[C@H]1CN(C)Cc1ccc(Cl)c(Cl)c1

entry no.	1	2	3	4	5
Tcruzi prolif	3	17	77	-50	-33
C diff growth	-2	2	1	7	-7
Pf Dd2 growth	40	-14	0	-37	3
GASC1 inh	-0.4	0.1	-0.4	-1.2	1.3

6	CCNC(=O)C[C@@H]1CC[C@@H]2[C@@H](COc3ccc(NC(=O)c4cccc(C(F)(F)F)c4)cc3C(=O)N2C)O1
7	C[C@@H]1CCCCO[C@@H](CN(C)Cc2ccc3c(c2)OCO3)[C@H](C)CN([C@H](C)CO)C(=O)c2cc(NS(=O)(=O)c3ccc(F)cc3)ccc2O1
8	CC(C)C(=O)Nc1ccc2c(c1)C(=O)N(C)[C@@H]1CC[C@H](CC(=O)NCCCN(C)C)O[C@H]1CO2
9	O=C(Cc1ccccc1)N1C[C@@H]2[C@H](c3ccccc31)[C@H](CO)N2C(=O)C1CCCCC1
10	C[C@@H]1CN([C@@H](C)CO)C(=O)c2cc(NC(=O)Nc3ccccc3)ccc2O[C@H]1CN(C)Cc1ccc(Cl)c(Cl)c1

entry no.	6	7	8	9	10
Tcruzi prolif	-31	83	-6	23	-180
C diff growth	5	/	-2	-10	2
Pf Dd2 growth	-22	-55	-12	-4	-3
GASC1 inh	-2.2	-0.7	-1.2	-0.3	-0.5

11	O=C(C[C@H]1CC[C@H]2[C@@H](COC[C@@H](O)CN2S(=O)(=O)c2cccc(F)c2)O1)NCc1ccc2c(c1)OCO2
12	C[C@H](CO)N1C[C@H](C)[C@@H](CN(C)S(=O)(=O)c2cccs2)Oc2ccc(NS(=O)(=O)c3ccc(F)cc3)cc2CC1=O
13	COC(=O)[C@@H]1[C@@H](CO)[C@@H]2Cn3c(ccc(-c4ccccc4)c3=O)[C@@H]2N1S(C)(=O)=O
14	CC=Cc1ccc2n(c1=O)C[C@H]1[C@H](CO)[C@@H](C(=O)NCC)N(Cc3cocn3)[C@@H]21 (mixture of isomers)
15	COc1ccc(-c2ccc([C@@H]3[C@@H](CO)N(C(=O)C4CCCCC4)[C@H]3C#N)cc2)cc1

entry no.	11	12	13	14	15
Tcruzi prolif	/	0	49	73	95
C diff growth	13&4	12	3	-5	8
Pf Dd2 growth	-49	-36	-6	15	-26
GASC1 inh	-0.1	-0.4	-1.8	6.0	6.3

16	CC(C)C#Cc1cnc2c(c1)C(=O)N([C@H](C)CO)C[C@H](C)[C@H](CN(C)C(=O)C1CCC1)O2
17	C[C@@H]1CN([C@@H](C)CO)C(=O)c2cc(NC(=O)Nc3ccc4c(c3)OCO4)ccc2O[C@@H](C)CCCCO[C@@H]1CN(C)C(=O)C1CCCCC1
18	C[C@H]1CN([C@@H](C)CO)C(=O)c2cc(NC(=O)CCC(F)(F)F)ccc2O[C@H]1CN(C)Cc1ccc(C(=O)Nc2ccccc2N)cc1
19	COc1ccc(S(=O)(=O)N(C)C[C@H]2Oc3ccc(NC(=O)C4CCCCC4)cc3CC(=O)N([C@@H](C)CO)C[C@H]2C)cc1
20	COCC(=O)N1CC2(CN(S(C)(=O)=O)C2)c2c(n(C)c3cc(OC)ccc23)[C@H]1CO

entry no.	16	17	18	19	20
Tcruzi prolif	34	68	83	10	/
C diff growth	8	-2	/	-4	-11
Pf Dd2 growth	/	-51	-54	0	24
GASC1 inh	-3.5	0.0	0.6	0.3	/

21	O=C(C[C@H]1C[C@@H]2c3cc(NC(=O)C4CCC4)ccc3O[C@@H]2[C@@H](CO)O1)NCC1CC1
22	COc1ccc(NC(=O)N(C)C[C@@H]2Oc3ccc(NC(=O)CCC(F)(F)F)cc3CC(=O)N([C@H](C)CO)C[C@@H]2C)cc1
23	C[C@H](CO)N1C[C@H](C)[C@H](CN(C)Cc2ccccc2)Oc2c(NC(=O)Nc3ccc(C(F)(F)F)cc3)cccc2C1=O
24	COC(=O)C[C@@H]1C[C@@H]2c3cc(NC(=O)c4cccnc4)ccc3O[C@@H]2[C@H](CO)O1
25	COc1ccc(NC(=O)Nc2cccc3c2O[C@H](CN(C)S(=O)(=O)c2ccc(OC)cc2)[C@H](C)CN([C@@H](C)CO)C3=O)cc1

entry no.	21	22	23	24	25
Tcruzi prolif	22	46	64	-24	-16
C diff growth	-1	0	13	4	-8
Pf Dd2 growth	5	18	0	-3	-57
GASC1 inh	-0.6	0.0	-1.3	-3.3	-0.2

26	COc1ccc(NC(=O)Nc2ccc3c(c2)[C@H]2C[C@H](CC(=O)NCc4ccccn4)O[C@H](CO)[C@H]2O3)cc1
27	O=C(Cc1cccnc1)N1CC2(C1)[C@H](c1ccccc1)[C@H](CO)N2C(=O)C1CCOCC1
28	C[C@@H]1CN([C@H](C)CO)C(=O)c2ccccc2-c2ccccc2CO[C@H]1CN(C)C(=O)c1cc(Cl)cc(Cl)c1
29	O=C(Cc1ccccn1)N[C@@H]1CC[C@@H](CC(=O)N2CCCCC2)O[C@@H]1CO
30	COCC(=O)N(C)C[C@@H]1Oc2ncc(C#Cc3ccccc3OC)cc2C(=O)N([C@@H](C)CO)C[C@H]1C

entry no.	26	27	28	29	30
Tcruzi prolif	21	/	/	-15	113*
C diff growth	7	-3	2	-1	5
Pf Dd2 growth	12	6	-37	-21	-4
GASC1 inh	-0.9	-0.9	0.4	-0.1	-2.3

31	COc1ccccc1-c1cnc2c(c1)C(=O)N([C@@H](C)CO)C[C@H](C)[C@@H](CN(C)C)O2
32	CC(C)NC(=O)Nc1ccc2c(c1)C(=O)N([C@@H](C)CO)C[C@@H](C)[C@H](CN(C)C(=O)Nc1ccccc1)OCCCC[C@@H](C)O2
33	C[C@H](CO)N1C[C@H](C)[C@H](CN(C)C(=O)Nc2ccc3c(c2)OCO3)Oc2ccc(NC(=O)CCN3CCOCC3)cc2C1=O
34	CO[C@@H]1CN(C)C(=O)c2cc(NS(C)(=O)=O)ccc2OC[C@H](C)N(C(=O)C2CCCCC2)C[C@@H]1C
35	COc1ccc(-c2cnc3c(c2)C(=O)N([C@@H](C)CO)C[C@@H](C)[C@H](CN(C)C(=O)CN(C)C)O3)cc1

entry no.	31	32	33	34	35
Tcruzi prolif	/	3	28	87	93
C diff growth	1	3	/	/	-1
Pf Dd2 growth	-2	-1	9	/	-21
GASC1 inh	-0.5	5.8	0.5	-0.1	-0.1

36	C[C@H]1CN([C@@H](C)CO)C(=O)c2cc(NC(=O)Cn3cnnn3)ccc2O[C@@H]1CN(C)Cc1ccc(C(F)(F)F)cc1
37	COc1ccccc1C#Cc1ccc2c(c1)O[C@H](CN(C)Cc1cncnc1)[C@@H](C)CN([C@@H](C)CO)S2(=O)=O
38	C[C@@H]1CN([C@@H](C)CO)C(=O)Cc2cc(NC(=O)Nc3ccc(F)cc3)ccc2O[C@H]1CN(C)C(=O)Nc1cccc2ccccc12
39	C[C@@H]1CN([C@@H](C)CO)C(=O)c2cc(NC(=O)Nc3ccccc3)ccc2O[C@@H](C)CCCCO[C@H]1CN(C)Cc1ccc2c(c1)OCO2
40	Cc1cc(C(=O)Nc2cccc3c2O[C@H](CN(C)C(=O)Nc2ccc(F)cc2)[C@H](C)CN([C@@H](C)CO)C3=O)n(C)n1

entry no.	36	37	38	39	40
Tcruzi prolif	16	117	2	88	32
C diff growth	-8	-1	-9	21	0
Pf Dd2 growth	10	-37	-37	-77	-20
GASC1 inh	-1.0	2.0	-2.9	0.5	-1.7

41	C[C@@H]1CN([C@H](C)CO)C(=O)c2cccc(NC(=O)C3CCOCC3)c2O[C@H]1CN(C)Cc1ccc(-c2ccccc2)cc1
42	CC(C)NC(=O)N[C@H]1CC[C@H](CCNC(=O)C2CC2)O[C@H]1CO
43	COCC#Cc1cnc2c(c1)C(=O)N([C@H](C)CO)C[C@@H](C)[C@H](CN(C)C)O2
44	O=C(C[C@H]1CC[C@@H]2[C@H](COC[C@H](O)CN2C(=O)Nc2ccc(F)cc2)O1)NCCc1ccccc1
45	Cc1cccc(S(=O)(=O)N2C[C@H](O)COC[C@H]3O[C@@H](CC(=O)Nc4ccccc4)CC[C@@H]32)c1

entry no.	41	42	43	44	45
Tcruzi prolif	71	/	-1	28	27
C diff growth	0	6	-2	1&-1	5
Pf Dd2 growth	-84*	-12	20	9	-1
GASC1 inh	-0.7	-0.1	5.0	-0.2	2.8

46	Cc1noc(C)c1NC(=O)N(C)C[C@@H]1OCc2cn(nn2)CCCC(=O)N([C@@H](C)CO)C[C@H]1C
47	C[C@H](O)C#Cc1cnc2c(c1)C(=O)N([C@H](C)CO)C[C@@H](C)[C@H](CN(C)C(=O)c1ccncc1)O2
48	COc1ccccc1-c1ccc2c(c1)O[C@@H](CN(C)C(=O)Nc1ccccc1)[C@@H](C)CN([C@@H](C)CO)S2(=O)=O
49	COc1ccc(C#Cc2ccc3c(c2)O[C@@H](CN(C)C(=O)Nc2cccc(OC)c2)[C@H](C)CN([C@H](C)CO)S3(=O)=O)cc1
50	COc1ccc2c3c([nH]c2c1)[C@H](CO)N(C(=O)Nc1ccc(F)cc1)CC31CN(CC2CC2)C1
51	CC(C)CC#Cc1ccc2c(c1)O[C@H](CN(C)C(=O)c1cnccn1)[C@@H](C)CN([C@@H](C)CO)S2(=O)=O
52	C[C@@H]1CN([C@@H](C)CO)C(=O)c2cc(-c3cccc(F)c3)cnc2O[C@H]1CN(C)Cc1ccncc1
53	COc1ccc2c3c([nH]c2c1)[C@@H](CO)N(Cc1ccncc1)CC31CN(Cc2ccc(-c3ccccn3)cc2)C1

entry no.	46	47	48	49	50	51	52	53
Tcruzi prolif	-1&-55	-2	35	73	/	/	49	/
C diff growth	5&-3	-2	-9	/	25	-3	-12	4
Pf Dd2 growth	2&30	37	-50	-90*	-60	-18	20	?
GASC1 inh	0.7	-0.1	1.2	-8.0	-0.7	3.1	-1.3	2.5

# Numbers 44 to 53, reprinted for reference:
44	O=C(C[C@H]1CC[C@@H]2[C@H](COC[C@H](O)CN2C(=O)Nc2ccc(F)cc2)O1)NCCc1ccccc1
45	Cc1cccc(S(=O)(=O)N2C[C@H](O)COC[C@H]3O[C@@H](CC(=O)Nc4ccccc4)CC[C@@H]32)c1
46	Cc1noc(C)c1NC(=O)N(C)C[C@@H]1OCc2cn(nn2)CCCC(=O)N([C@@H](C)CO)C[C@H]1C
47	C[C@H](O)C#Cc1cnc2c(c1)C(=O)N([C@H](C)CO)C[C@@H](C)[C@H](CN(C)C(=O)c1ccncc1)O2
48	COc1ccccc1-c1ccc2c(c1)O[C@@H](CN(C)C(=O)Nc1ccccc1)[C@@H](C)CN([C@@H](C)CO)S2(=O)=O
49	COc1ccc(C#Cc2ccc3c(c2)O[C@@H](CN(C)C(=O)Nc2cccc(OC)c2)[C@H](C)CN([C@H](C)CO)S3(=O)=O)cc1
50	COc1ccc2c3c([nH]c2c1)[C@H](CO)N(C(=O)Nc1ccc(F)cc1)CC31CN(CC2CC2)C1

entry no.	44	45	46	47	48	49	50
Tcruzi prolif	28	27	-1&-55	-2	35	73	/
C diff growth	1&-1	5	5&-3	-2	-9	/	25
Pf Dd2 growth	9	-1	2&30	37	-50	-90*	-60
GASC1 inh	-0.2	2.8	0.7	-0.1	1.2	-8.0	-0.7

51	CC(C)CC#Cc1ccc2c(c1)O[C@H](CN(C)C(=O)c1cnccn1)[C@@H](C)CN([C@@H](C)CO)S2(=O)=O
52	C[C@@H]1CN([C@@H](C)CO)C(=O)c2cc(-c3cccc(F)c3)cnc2O[C@H]1CN(C)Cc1ccncc1
53	COc1ccc2c3c([nH]c2c1)[C@@H](CO)N(Cc1ccncc1)CC31CN(Cc2ccc(-c3ccccn3)cc2)C1

entry no.	51	52	53
Tcruzi prolif	/	49	/
C diff growth	-3	-12	4
Pf Dd2 growth	-18	20	?
GASC1 inh	3.1	-1.3	2.5
